# Cav3 T inh: human Cav3.2 channel inhibition, primary screen; Cav3.2-expressing cells, Fluo-4 calcium fluorescence FDSS; active compounds read low; O95180; B-score at 10 µM; 4% of 100,000 active; AID 449739;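 active means single-dose well whose peak fluorescence ratio is a statistical outlier from its plate by either plate-standardised score or position-corrected B-score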
# The depositor's hits bear a star; & = joins results of further samples.
molecule	Cav3 T inh
CCC(C)(C)n1nnnc1C(c1ccc(OC)c(OC)c1)N1CCN(c2ccc(F)cc2)CC1 (stereo not given)	-1.3
COc1ccc(OC)c(-c2c[n+](=O)c3c(n2[O-])CCCC3)c1	1.1
O=C(CSc1nc2c(sc3ccccc32)c(=O)n1CCO)NCc1ccco1	0.31
N#Cc1cc(-c2cccc(Cl)c2)c[nH]c1=O	1
[O-]/C(=C(\C(=S)NCc1ccco1)[n+]1ccccc1)c1ccccc1Br	-0.026
O=C(O)C1=C[C@H](c2csc3ccccc23)C[C@H](OCc2ccc(CO)cc2)O1	1.5
CCOC(=O)NCN1C(=O)C2C3C=CC(C3)C2C1=O (stereo not given)	0.32
CCN1c2ccccc2-c2nc3ccccc3n2C1c1cccnc1 (stereo not given)	-0.55
CCc1ccc(CCC(=O)Nc2ccc(C)cc2C)o1	-0.97
COc1ccc(NC(=O)COC(=O)C23CCC(=O)N2c2ccccc2S3)cc1 (stereo not given)	0.04
COCCCN1CC23C=CC(O2)C(C(=O)OC)C3C1=O (stereo not given)	0.8
O=C1c2ccccc2-c2nnc(-c3ccccc3)cc21	1.1
CCCNC(=O)COC(=O)c1cc(SC)ccc1Cl	0.16
CCCn1cnc2cc(NCc3cccc(OC)c3)ccc21	1.5
Cc1nn(Cc2ccccc2Cl)c(C)c1NC(=O)CCCn1nc(C)c([N+](=O)[O-])c1C	-3.1
Cc1ccccc1NC(=O)Cn1nc(C(F)(F)F)cc1C1CC1	-1.4
COCC(C)n1c(C)cc(C(=O)COc2ccc(S(=O)(=O)N3CCOCC3)cc2Cl)c1C (stereo not given)	-0.066
Cc1c(O)cc2c(c1O)C(=O)CC(c1ccc(O)cc1)O2 (stereo not given)	0.14
C=CCNC(=S)N1CCN(c2ncc3c(=O)c(C(=O)O)cn(CC)c3n2)CC1	0.36
CCCn1c(=O)[nH]c2ccccc21	0.55
Cn1c(SCc2nc3ccccc3c(=O)[nH]2)nnc1-c1ccco1	-0.0031
CCCOc1ccc(N2C(=O)CC(N(O)c3ccccc3)C2=O)cc1 (stereo not given)	0.5
O=C(O)Cn1nnnc1SCC(=O)Nc1ccc(OC(F)(F)F)cc1	0.28
CC(SC1CCCC1)C(=O)NC(C)(C#N)C(C)C (stereo not given)	-0.67
Cc1c(Cl)cccc1Nc1nc(N)nc(CN2CCCCCC2)n1	0.15
c1ccc(Nc2c3c(nc4ncnn24)CCC3)cc1	0.81
O=C(CCNS(=O)(=O)c1cccc2nsnc12)NCCc1ccccc1	-1.2
C(=N\Nc1nc2ccccc2[nH]1)/c1cccs1	-1.7
CCOC(=O)C1CCCN(C/C=C/c2ccccc2[N+](=O)[O-])C1 (stereo not given)	0.21
O=S1(=O)Nc2c(ccc3cccnc23)-c2ccccc21	1.6
CCCC(=O)Nc1c2c(nn1-c1ccc(OC)cc1)CS(=O)(=O)C2	-6.1e-07
CCOC(=O)c1cc2sc(C)cc2n1CC(=O)NCc1ccc(F)cc1	-0.32
CC(=O)N1CCc2cc(Br)cc(S(=O)(=O)NCCCN3CCC(C)CC3)c21	0.62
CCOC(=O)C1=C(N)N2C(=O)CSC2=C(C(=O)OC)C1	-0.0082
Cc1cccc(S(=O)(=O)c2c(N)n(/N=C/c3ccco3)c3nc4ccccc4nc23)c1	-0.15
O=C1CCCN1CCC12CC3CC(CC(C3)C1)C2	-0.32
N#Cc1nc(COc2cccc(Cl)c2)oc1N1CCCC1	-3
COc1cccc(CNC(=O)Cn2c(=O)oc3ccccc32)c1OC	-0.78
CSc1nc2ccccc2cc1/C=C(\C#N)c1cccc(C)c1	-0.26
CN(Cc1ccccc1)c1nc2c(c(=O)[nH]c(=O)n2C)n1CCSc1nc2ccccc2[nH]1	1
Cc1c(NC(=O)C2(c3ccc(Cl)cc3)CCCC2)c(=O)n(-c2ccccc2)n1C	0.12
CCOC(=O)CSC1=Nc2ccccc2C2=NC(CC(=O)NCc3ccc4c(c3)OCO4)C(=O)N12 (stereo not given)	0.33
Fc1ccc(-n2nnc(-c3ncc[nH]3)n2)cc1	-0.046
COCC(=O)Nc1cc(OC)cc(OC)c1	-0.027
Cc1cc(C(=O)N2CCN(c3ccccn3)CC2)c(C)o1	-0.2
CC(=O)Nc1cccc(-c2cnc3ccccc3n2)c1	0.25
COc1ccc(CNc2nc3c(c(=O)[nH]c(=O)n3C)n2CCCc2ccccc2)cc1	0.8
Cc1ccc(/C=C/c2nnc(-c3ccc(C)cc3)o2)cc1	-2.1

# A portion from further up:
molecule	Cav3 T inh
CC(=O)Nc1cccc(-c2cnc3ccccc3n2)c1	0.25
COc1ccc(CNc2nc3c(c(=O)[nH]c(=O)n3C)n2CCCc2ccccc2)cc1	0.8
Cc1ccc(/C=C/c2nnc(-c3ccc(C)cc3)o2)cc1	-2.1

# Further structures
molecule	Cav3 T inh
CNC(=S)N1N=C(c2ccc(C)cc2)CC1c1ccc(OC)cc1 (stereo not given)	-4.1*
CCO[C@@H]1OC(C(N)=O)=C[C@H](c2coc3ccccc3c2=O)[C@H]1CCCO	0.6
CCc1ccc(C(=O)COc2ccc(NC(C)=O)cc2)cc1	1.2
CC(=O)Nc1ccc(C(=O)CSc2nnc(-c3ccc(O)cc3)n2CC2CCCO2)cc1 (stereo not given)	-0.061
Cc1cc(C)cc(NC(=S)NCC2CCCO2)c1 (stereo not given)	0.36
COC(=O)COc1ccc(Oc2cc(C)nc(SC)n2)nn1	-0.21
O=C1c2ccsc2SCCN1Cc1ccccc1Cl	-1.8
CCN(CC)CC(=O)Nc1c(Br)ccc2c1OCO2	0.21
Cc1cccc(NC(=O)CN2C(=O)NC(Cc3ccccc3)C2=O)c1 (stereo not given)	-1.7
COc1ccc(-n2c(SCC(=O)Nc3nccs3)nnc2-c2ccccc2)cc1	-2.3
O=C1C2C(C(=O)N1Cc1cccnc1)C1C=CC2C12CC2 (stereo not given)	1
CCOC(=O)/C=C1\SCC(=O)N1CC(O)CN1C(=O)CS/C1=C\C(=O)OCC	1.3
O=C(Nc1c(-c2ccccc2)nc2c(Br)cc(Br)cn12)c1ccco1	-0.21
O=C(NC1CCN(C(=O)Nc2ccccc2)CC1)C1CCCCC1	1.2
CCOC(=O)/C=C/C(=O)N1CCc2ccccc21	1.2
COc1ccc(C(=O)Nn2c(SCC(=O)NC3CCCC3)nc3ccccc3c2=O)cc1	-1.2
CCOC(=O)c1ccccc1NC(=O)COc1cc(=O)n(CC)c2ccccc12	-0.086
Cc1c(NC(=O)CSc2nnnn2Cc2ccccc2)c(=O)n(-c2ccccc2)n1C	0.49
Cc1cccc(C)c1OCC(O)CN (stereo not given)	-1.3
CCOC(=O)/C=C1\NC2(CCCCC2)Cc2cc(OC)c(OC)cc21	0.033
Cc1cccc(NC(=O)Cn2cnc3sc(C)c(S(=O)(=O)N4CCC(C)CC4)c3c2=O)n1	0.00058
CC(C)(C)CC(C)(C)NCC(O)COc1c(F)cc(Br)cc1F (stereo not given)	-5.7*
O=C(c1cccs1)N1CCN=C1SCc1ccccc1	-1.1
O=C(COc1ccc(F)cc1)N(CC1=CCS(=O)(=O)C1)c1ccccc1	-0.27

# 2 records drawn at random from the list so far, as already listed:
molecule	Cav3 T inh
O=C(O)Cn1nnnc1SCC(=O)Nc1ccc(OC(F)(F)F)cc1	0.28
O=C(O)C1=C[C@H](c2csc3ccccc23)C[C@H](OCc2ccc(CO)cc2)O1	1.5

# Following part.
molecule	Cav3 T inh
O=C(CN1CCN(c2ccccn2)CC1)Nc1cccc(C(F)(F)F)c1	-3.1
CC(C)OC(=O)CSc1nnc(-c2ccccn2)n1-c1ccccc1	-0.29
COC(=O)Cc1c(C)c2ccc(OC(=O)c3ccccc3)cc2oc1=O	-2.1
CCOC(=O)C1CCCN(C(=O)c2ccc(CS(=O)(=O)c3ccc(C)cc3)o2)C1 (stereo not given)	0.2
CCOc1ccccc1NS(=O)(=O)c1ccc(Br)s1	-0.3
O=C(NCCCn1ccnc1)c1ccccc1NS(=O)(=O)c1ccc(F)c(F)c1	-1.8
Cc1ccc(OCCN2CCN(c3ncnc4sc(C)c(C)c34)CC2)cc1	-3.6*
CCCCCC(=O)Nc1cccc(C2=NOC3(C2)C[C@H](C(N)=O)N(C(=O)COc2ccc(Cl)cc2)C3)c1 (stereo not given in full)	-1.1
C=CCNC(=O)C1CC2Cn3c(nc4cc5ccccc5cc43)C2N1C (stereo not given)	0.23
CCOC(=O)c1c(C)[nH]c(C(=O)OCC(=O)Nc2cc(C)ccc2OC)c1C	-0.24
CCOC(=O)CSCC(=O)Nc1c(C(=O)C2CC2)oc2ccccc12	-4.7*
COc1ccc(-c2csc3nc(-c4ccccc4F)oc(=O)c23)cc1OC	-1.2
O=C(O)Cn1cc(C(=S)N2CCOCC2)c2ccccc21	1
Cc1cc(=O)oc2cc(OCC(=O)NCc3ccccn3)ccc12	0.11
CC(=O)Nc1c(C(=O)NCc2ccccc2)nnn1Cc1ccccc1	-0.6
Cc1c(C(=O)OC2CCC(C)CC2)[nH]c2c1C(=O)CCC2 (stereo not given)	-0.98
CC(=O)N(Cc1ccc(F)cc1)C1=C(NCCc2ccccc2)C(=O)c2ccccc2C1=O	-2.7
O=C(CN1CCOCC1)Nc1scc(-c2ccccc2)c1C(=O)N1CCOCC1	1.1
CC1(C)C(c2ccccc2)=[N+]([O-])CN1O	1.3
O=C1CNC(=O)/C1=C\N1CCN(C(c2ccccc2)c2ccccc2)CC1	0.071
Cc1ccc(S(=O)(=O)NNC(=O)C(=O)NNc2ccccn2)cc1	-0.0096
O=C(Cn1cc2c(n1)CCCC2)NCCCN1CCN(Cc2ccccc2)CC1	1.2
CCOC(=O)CCc1n[nH]c(=O)[nH]c1=O	0.011
CC(=O)COc1ccc2c(C)c(C)c(=O)oc2c1	-1.3

# Arranged by the number under Cav3 T inh (high to low): 3 from the list above
SMILES	Cav3 T inh
O=C(Cn1cc2c(n1)CCCC2)NCCCN1CCN(Cc2ccccc2)CC1	1.2
Cc1ccc(S(=O)(=O)NNC(=O)C(=O)NNc2ccccn2)cc1	-0.0096
CC(=O)N(Cc1ccc(F)cc1)C1=C(NCCc2ccccc2)C(=O)c2ccccc2C1=O	-2.7

# The list goes on.
molecule	Cav3 T inh
C=CCOc1c(Br)cc(CNc2ccc(NC(=O)C(C)C)c(OC)c2)cc1OC	-3.8*
O=C(NCC1(c2ccccc2)CCCC1)C(=O)N1CCOCC1	0.0095
O=C(Oc1ccc(N(Cc2cccs2)C2=NS(=O)(=O)c3ccccc32)cc1)c1ccccc1	-3.3
CCOc1ccc(Cl)cc1CSc1n[nH]c(CC)n1	-0.21
CCCC[C@@H]1CNC(=S)N1CCCc1cc(OC)c(OC)c(OC)c1	0.21
Cc1nc2c(o1)CCc1ccccc1C2O (stereo not given)	0.96
CN1CCN(C(=O)C2=C[C@H](c3ccccc3)C[C@H](OCc3ccc(CO)cc3)O2)CC1	-2.5
CSc1nc(NC(C)(C)C)nc(Oc2ccc(=O)[nH]n2)n1	0.3
COc1ccccc1NC(=O)CSc1nc(O)cc(=O)n1-c1ccccc1OC	-0.13
COc1ccc2ccccc2c1/C=N/O	0.54
COCCCn1c(SCC(=O)N2CCc3ccccc32)nnc1-c1ccco1	0.74
CN(C)C(=O)NC1CCCCCCCCCCC1	-0.7
CCOc1c(C)cc(-c2ncccc2O)cc1C	0.72&0.35
O=C(O)CCSc1nnc(-c2ccccc2)n1-c1ccccc1	-0.034
S=C(Nc1ccccc1)Nc1ccc(Cl)cc1Cl	-1.5
COC(=O)/C=C(\C)NC(=O)c1cccs1	0.18
Cc1oc2nc(SCC(=O)NCc3cccnc3)nc(N)c2c1C	0.61
O=C(CCC(=O)N1CCN(S(=O)(=O)c2ccccc2)CC1)NC1CCCc2ccccc21 (stereo not given)	-0.31
O=C(NCc1nnc2n1CCCCC2)c1ccc(Cl)cc1Cl	0.059
Cc1c2cn[nH]c(=O)c2c(C)n1Cc1ccc(F)cc1	-0.022
Cn1c(=O)n(C)c2cc(S(=O)(=O)NCCOCCO)ccc21	3.1
O=C(CCn1c(SCC(=O)NCc2ccco2)nc2ccccc2c1=O)NCCc1ccccc1	-0.18
COc1ccc(S(=O)(=O)Cc2ccc(C(=O)N3CCN(Cc4ccccc4)CC3)o2)cc1	-0.51
O=C(C1=C(O)C(=O)N(c2ncccn2)C1c1cccc(Cl)c1)c1ccco1 (stereo not given)	-1.3
CCCCCCOC(=O)Sc1nc2ccccc2o1	0.4
N=c1sccn1CC(=O)Nc1ccc(S(=O)(=O)N2CCOCC2)cc1	1
CCCNC(=O)CN(c1ccc(F)c(Cl)c1)S(C)(=O)=O	0.51
CCCOc1cc(N(CC)CC)ccc1/C=C(/C#N)c1nc2ccc(C)cc2[nH]1	-5*
COc1ccc(CCNC(=O)C2CCN(S(=O)(=O)c3cnc[nH]3)CC2)cc1OC	0.098
COC(=O)c1ccc(OCC(O)CN2CCC(C)CC2)cc1 (stereo not given)	0.15
CCC(Oc1cc(Cl)ccc1Cl)C(=O)NN1C(=O)C2C3CCC(C3=C(C)C)C2C1=O (stereo not given)	-3.8
CCCOc1ccc(S(=O)(=O)NCc2ccc(OC)cc2)cc1	-4
CC(C)(C)OC(=O)N1CCC[C@H]1c1nnc(SCc2c(F)cccc2Cl)o1	-2.6
Cc1cc(NC(=O)c2ccccc2)sc1C	-0.61
N[C@@H](Cc1ccc(O)cc1)c1nnc([C@H](CC(=O)O)NC(=O)C2CCNCC2)o1	0.87
O=C(Nc1ccc(S(=O)(=O)N2CCC(C(=O)NC3CCCCC3)CC2)cc1)c1ccco1	1
COc1ccc(-n2c3c(cc(C(=O)N4CCC(C)CC4)c2=O)C(=O)CC(C)(C)C3)cc1	-0.004
N#CC1=C(N)Oc2n[nH]c(-c3cccs3)c2C1C1C=CCCC1 (stereo not given)	-1.3
O=C(Nc1ccc2c(c1)OCO2)c1c(F)cccc1F	-3.3*

# This is a subset (hit frequency here may not be typical).
